CXCR6 inh: inhibitors of human CXCR6 receptor. O00574. CHO-K1 PathHunter CXCR6 beta-arrestin, luminescence. inhibition, % at 20 µM. 0.36% of 360,000 active; in the data active = inhibition above about 34%, passing the limit was not always enough;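 also: antagonist mode with CXCL16 agonist at 10 nM final; 0% = 10 nM CXCL16 with DMSO and 100% = unstimulated wells without agonist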
Target sequence (O00574 whole entry, looked up): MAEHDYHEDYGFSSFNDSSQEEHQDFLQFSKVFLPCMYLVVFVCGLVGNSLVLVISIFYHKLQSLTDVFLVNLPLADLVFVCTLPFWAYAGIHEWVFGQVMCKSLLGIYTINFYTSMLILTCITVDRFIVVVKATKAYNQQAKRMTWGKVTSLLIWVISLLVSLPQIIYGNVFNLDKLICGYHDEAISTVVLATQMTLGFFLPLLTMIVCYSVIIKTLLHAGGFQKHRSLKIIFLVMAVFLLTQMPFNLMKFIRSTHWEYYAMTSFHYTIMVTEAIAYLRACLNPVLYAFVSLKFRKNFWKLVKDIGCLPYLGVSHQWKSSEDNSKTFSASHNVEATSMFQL
EBI2 antag: antagonists of human EBI2 receptor; inhibition, % at 5 µM; 0.81% of 360,000 active; EBI2 beta-arrestin recruitment, luminescence, 7a,25-OHC stimulated; in the data active = inhibition above about 38%;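 also: enzyme fragment complementation signal reports receptor beta-arrestin coupling in cells; 0% = agonist plus DMSO wells and 100% = wells without agonist; some results beyond the cut were filed as inactive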
Target sequence (P32249 whole entry, looked up, the tested form may be a part): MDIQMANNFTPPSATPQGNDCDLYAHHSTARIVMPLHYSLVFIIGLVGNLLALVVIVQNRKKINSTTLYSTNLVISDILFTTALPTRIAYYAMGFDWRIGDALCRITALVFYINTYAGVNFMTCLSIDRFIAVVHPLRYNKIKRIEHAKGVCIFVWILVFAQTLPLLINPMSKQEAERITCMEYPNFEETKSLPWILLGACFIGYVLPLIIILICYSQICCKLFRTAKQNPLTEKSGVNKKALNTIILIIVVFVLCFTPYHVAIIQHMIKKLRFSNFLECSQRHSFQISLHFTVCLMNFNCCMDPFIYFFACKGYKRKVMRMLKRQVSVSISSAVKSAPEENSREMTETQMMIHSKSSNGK
The depositor's hits bear a star. These rows are one share of the data; the hit share may differ from the screen's.

Values run as follows: CXCR6 inh	EBI2 antag
- COc1cccc(C2=NN(C(=O)C3CC3)C(O)(C(F)(F)F)C2)c1 (stereo not given)
→ 1	-2
- CC1CC(C)CN(C(CCc2ccccc2)C(=O)NC2CCCCC2)C1 (stereo not given)
→ 3	4
- COc1cccc(-c2cnc3c(NC(C)=O)cc(-c4cc(F)ccc4OC)cn23)c1
→ 17	28
- COc1ccccc1Cc1c(-c2ccc(Cl)cc2)nc2ccc(Cl)cn12
→ -6	1
- Cc1ccc2nc(-c3cccc(Br)c3)c(Cc3cccc(Cl)c3)n2c1
→ -7	5
- Cc1ccc([C@@H]2C[C@H]3[C@@H](CN2S(=O)(=O)c2ccc(C)cc2)C(=O)C[C@@H](c2ccc(Cl)cc2)N3S(=O)(=O)c2ccc(C)cc2)cc1
→ -1	5
- CCOCCC(=O)Nc1ccc2c(c1)c(=O)n(C)n2-c1ccccc1F
→ -5	-1
- COc1ccc(N2CC(C(=O)Nc3nnc(SCC(=O)Nc4ccc(NC(C)=O)cc4)s3)CC2=O)cc1 (stereo not given)
→ 6	4
- COc1ccc2oc3cc(Cl)ccc3c(=O)c2c1
→ -1	-4
- Cc1cc2oc(=O)cc(CN(C)Cc3ccccc3)c2cc1Cl
→ 4	14
- Cn1ccnc1CC(C)(O)c1ccccc1 (stereo not given)
→ -2	-12
- C[C@H](CO)N1C[C@H](C)[C@H](CN(C)S(=O)(=O)c2ccc(F)cc2)Oc2ncc(Br)cc2C1=O
→ -6	4
- O=C(O)c1cc2ccc(O)cc2oc1=O
→ -5	-9
- COCCCN1C(=O)C(CC(=O)NCC2CCCCC2)CC(C(=O)N(C)C)=C1C (stereo not given)
→ -9	-11
- Cc1ccc([C@H]2N[C@]3(CCCN(Cc4ccc(Br)cc4)C3=O)[C@H]3C(=O)N(C)C(=O)[C@@H]23)cc1
→ -1	0
- COc1ccc(NC(=O)C2(C)CCN2Cc2cccc(OC)c2OC)cc1OC (stereo not given)
→ -5	5
- COc1ccc(C(=O)N2CCC(C)(C(=O)NS(=O)(=O)C3CC3)C2)cc1F (stereo not given)
→ -4	8
- COc1ccc(CC(N)c2csc(NC(=O)Nc3ccc(OC)cc3)n2)cc1 (stereo not given)
→ -5	-8
- c1ccc(CNc2nc(NCc3cccs3)nc3ccsc23)cc1
→ -3	-13
- CC1(Cc2ccccc2Cl)C(=O)Nc2c(Cl)cccc21 (stereo not given)
→ 4	3
- Cc1nc(C(F)(F)F)ccc1C(=O)N1CCC1(C)C(=O)NCc1ccc(Cl)cc1 (stereo not given)
→ -4	-12
- C=Cc1ccc(CC2(C)C(=O)Nc3c(Cl)cccc32)cc1 (stereo not given)
→ 1	-1
- COc1cccc(-c2cc3c(c4c2ccn4C)C2CCC3C2)c1 (stereo not given)
→ 2	12
- Cc1cc(C)c2c(CN(C)Cc3ccccc3)cc(=O)oc2c1
→ 8	24
- Clc1ccccc1-c1cc2nc(NCCCn3ccnc3)ccn2n1
→ 2	-7
- O=C1NC(Cc2ccccc2)c2nc3cc(F)c(F)cc3c(=O)n2-c2ncccc21 (stereo not given)
→ -3	3
- COCCN1C(=O)CCC1(C)c1nnnn1Cc1ccccc1 (stereo not given)
→ -7	-8
- CC1(C(=O)NCC2CC2)Cc2c(-c3cccc(C(N)=O)c3)ccnc2O1 (stereo not given)
→ -6	-2
- CCc1nnc(NC(=O)CSc2nnc(CNC(=O)c3ccccc3)o2)s1
→ -3	-11
- CC(=O)NC(c1cccc(F)c1)c1nc(-c2csc3ccccc23)cs1 (stereo not given)
→ -10	3

Values run as follows: CXCR6 inh	EBI2 antag
- CC1=C(C(=O)N(C(C)C)C(C)C)CC(CC(=O)NC2CCCC2)C(=O)N1CCC1=CCCCC1 (stereo not given)
→ -3	2
- NC(c1ccccc1)c1csc(NC(=O)Nc2cccc(C(F)(F)F)c2)n1 (stereo not given)
→ -10	-25
- CCCCN1C(=O)C(CC(=O)NCCN2CCOCC2)CC(C(=O)N2CCCCCC2)=C1C (stereo not given)
→ 11	-7
- CCOC(=O)[C@]12CCCC=C1N(Cc1cccc3ccccc13)C(=O)[C@H](CC(=O)NCc1ccccc1)C2
→ 7	7
- CCCCNC(=O)C[C@@H]1C[C@@]2(C(=O)OC)CCCCC=C2N(Cc2ccco2)C1=O
→ -2	0
- CC1=C(C(=O)N(C)C)CC(CC(=O)NC2CCCC2)C(=O)N1Cc1ccccc1 (stereo not given)
→ -2	-8
- COc1cc2ccc(C(C)=O)cc2cc1OC
→ 5	1
- COc1cccc(C(O)c2nc(-c3cccc(F)c3)cs2)c1 (stereo not given)
→ -4	5
- O=C(CSc1ccccn1)NC1CCCc2c1cnn2-c1ccccc1F (stereo not given)
→ 11	-19
- CC(=O)Nc1ccc(-c2ccnc3c2CC(C(=O)NCc2ccccc2)O3)cc1 (stereo not given)
→ -4	-10
- CCCCCCN1C[C@@H](n2cc(C3CC3)nn2)[C@H](O)C[C@@H]1c1ccc(OC)cc1
→ -3	11
- COc1ccccc1Cc1c(-c2ccc(Cl)cc2)nc2ccc(Br)cn12
→ 8	10
- Cc1ccc(-c2cc3nc(NCCOc4ccccc4Cl)n(C)c(=O)c3s2)cc1
→ -5	8
- COC(=O)c1cc(=O)nc(NN=Cc2ccco2)s1
→ 17	-9
- CC(=O)Nc1cc(-c2ccc(CO)cc2)cn2c(-c3cccc(C(F)(F)F)c3)cnc12
→ 5	46*
- COc1ccc(S(=O)(=O)N(C)C[C@H]2OCCCC[C@@H](C)Oc3ccc(N(C)C)cc3C(=O)N([C@H](C)CO)C[C@@H]2C)cc1
→ 7	-6
- O=C(NCc1ccc(Cl)c(Cl)c1)c1cc(C2CCCCN2C(=O)c2ccccn2)on1 (stereo not given)
→ -4	0
- COc1ccc([C@H]2CC(=O)C[C@@H](CCn3cc(C)nn3)O2)cc1
→ -3	-4
- C[C@@H]1CN([C@H](C)CO)S(=O)(=O)c2ccc(-c3cccc(C(=O)N(C)C)c3)cc2O[C@H]1CN(C)C(=O)Nc1ccc(F)cc1
→ -7	-6
- COc1ccc(C=C2CS(=O)(=O)CC(=Cc3ccc(OC)cc3)C2=O)cc1
→ 24	10
- Cc1cccc(Nc2cc(=O)n(C)c(=O)n2C)c1
→ 0	-10
- COc1ccc(CN2C(=O)C(CC(=O)NC(c3ccccc3)c3ccccc3)CC(C(=O)N(C(C)C)C(C)C)=C2C)cc1 (stereo not given)
→ 8	18
- CC(C)C(=O)N1CCC1(C)C(=O)Nc1nc2ccccc2[nH]1 (stereo not given)
→ 0	1
- O=C(CC1CCCC1)N1CCN(S(=O)(=O)c2c(F)cccc2F)CC1
→ 2	-9
- CC(C)N1CC2(CC(c3ccccc3C(F)(F)F)=NO2)CN1C(=O)c1ccco1 (stereo not given)
→ 1	11
- COC(=O)[C@@]1(Sc2ccc(C)cc2)CC(=O)N(c2ccc(Cl)cc2)[C@@H]1c1ccccc1
→ 11	14
- Cc1ccc(S(=O)(=O)N2CCC(=O)N([C@H](COCc3ccccc3)Cc3ccccc3)CC2)cc1
→ -4	6
- C[C@@H](c1ccccc1)N1C[C@@H](COCc2ccccc2)Oc2cc(N3CC[C@@H](O)C3)ccc2S1(=O)=O
→ 0	10
- O=C(Nc1ccc(F)c(Cl)c1)c1cc(C2CCCN(C(=O)C3CC3)C2)on1 (stereo not given)
→ 4	5
- CCn1c(SCC(=O)N2CCCCC2)nc2c([nH]c3ccccc32)c1=O
→ 1	5

Brought forward from above: 2 compounds, then new ones.
Values run as follows: CXCR6 inh	EBI2 antag
- O=C(Nc1ccc(F)c(Cl)c1)c1cc(C2CCCN(C(=O)C3CC3)C2)on1 (stereo not given)
→ 4	5
- CCn1c(SCC(=O)N2CCCCC2)nc2c([nH]c3ccccc32)c1=O
→ 1	5
- CC(C)C[C@@H](COCc1ccc(Cl)cc1)N1CCN(C(=O)c2ccc(C(F)(F)F)cc2)CCC1=O
→ 1	20
- C=C1C(=O)OCC2C(C(=O)O)=CC3C(C)C(C)=CC123 (stereo not given)
→ 0	-17
- CCOC(=O)[C@]12CCC=C1N(Cc1ccco1)C(=O)[C@H](CC(=O)NCCc1ccccc1OC)C2
→ 0	-6
- O=C(OCc1ccccc1)N1CCC2CC1c1ccc(N3CCNCC3)cc12 (stereo not given)
→ 5	14
- COc1ccc(Cl)cc1CC1(C)C(=O)Nc2ccc(-c3ccccc3OC)cc21 (stereo not given)
→ 3	6
- COC(=O)C[C@@H]1C[C@H]2c3cc(NC(=O)C4CCC4)ccc3O[C@H]2[C@@H](CO)O1
→ 2	-5
- COCCN1C(=O)COc2ccccc2C1C(=O)NC(C)(C)C (stereo not given)
→ -2	-4
- O=C(OCc1ccccc1)N1CCC2CC1c1ccc(-c3ccc4c(c3)OCO4)cc12 (stereo not given)
→ 5	3
- CC1(C)NC(=O)C(CCc2ccccc2)NC1=O (stereo not given)
→ 2	-13
- CC1=C(C(=O)N(C(C)C)C(C)C)CC(CC(=O)NCCCCc2ccccc2)C(=O)N1Cc1ccccc1 (stereo not given)
→ 6	10
- CCC(c1nnnn1-c1ccc2c(c1)OCCO2)N1CCN(c2ccccn2)CC1 (stereo not given)
→ 4	-3
- CC(=O)c1cccc(NC(=O)C2Cc3c(-c4ccccc4)ccnc3O2)c1 (stereo not given)
→ -5	-17
- CSc1ncnc2c1ncn2CCCNCc1ccccn1
→ -2	-8
- CC12CCCC(=O)C1CCC(=Cc1ccco1)C2=O (stereo not given)
→ -3	-2
- O=C(NCCN1CCC(n2c(=O)[nH]c3ccccc32)CC1)c1cccnc1
→ -2	-1
- COc1cccc(C=C(C#N)C(=O)c2ccccc2)c1
→ 4	-13
- CC(=O)Nc1ccc(NC(=O)C2Cc3c(-c4cccc(C(C)=O)c4)ccnc3O2)cc1 (stereo not given)
→ -9	1
- COc1cc(Cn2c3ccc(NC(=O)NCc4ccc(F)cc4)cc3c(=O)n2C)ccc1F
→ -13	-3
- Cn1nc(C2CC2)cc1NC(=O)C1(C)CCN1C(=O)CC(c1ccccc1)c1ccccc1 (stereo not given)
→ 5	33
- COc1cccc(CNC(=O)[C@@H]2CCCN2C(=O)[C@H]2CCCCN2S(=O)(=O)c2ccc(OC)c(C)c2)c1
→ -3	-10
- C[C@H]1CN([C@@H](C)CO)C(=O)c2cc(-c3cccnc3)cnc2O[C@H]1CN(C)Cc1ccc(Oc2ccccc2)cc1
→ 6	2
- Cc1nc2ccc(C(=O)N3CCN(c4ccccc4)CC3)cn2c1N(C)C(=O)CCc1ccccc1
→ -1	-5
- O=C(CSc1ncccn1)N(Cc1cccnc1)C(CCc1ccccc1)c1nc2ccccc2[nH]1 (stereo not given)
→ -6	1
- C[C@H](CO)N1C[C@H](C)[C@@H](CN(C)S(=O)(=O)c2cccs2)OCc2cnnn2CCCC1=O
→ 3	-6
- Cc1cccc(NC(=O)C(C)OC(=O)CNC(=O)C2CCCCC2)c1 (stereo not given)
→ 16	-6
- C/C=C/c1ccc2c(c1)O[C@@H](CN(C)C(=O)c1ccc(F)cc1)[C@@H](C)CN([C@H](C)CO)S2(=O)=O
→ -4	4
- CC(C)CNC(=O)C1(C)CCCN1C(=O)c1ccc2ccccc2n1 (stereo not given)
→ 3	-15
- COc1ccc(NC(=O)N(C)C[C@@H]2OCc3cn(nn3)CCCC(=O)N([C@@H](C)CO)C[C@H]2C)cc1
→ -4	-4
- CCOC(=O)[C@]12CCC=C1N(Cc1ccc3c(c1)OCO3)C(=O)[C@H](CC(=O)N1CCOCC1)C2
→ 2	2
- COc1cccc(-c2ccc3c(c2)O[C@@H](CN(C)Cc2cncnc2)[C@@H](C)CN([C@H](C)CO)S3(=O)=O)c1
→ -6	-6

Values run as follows: CXCR6 inh	EBI2 antag
- NC(Cc1ccc(F)cc1)c1csc(Nc2ccc(S(N)(=O)=O)cc2)n1 (stereo not given)
→ -3	-5
- CCC1Cc2[nH]c(=S)[nH]c(=O)c2C(c2ccc(Cl)cc2)O1 (stereo not given)
→ -11	-7
- CCCc1nc2ccc(C(=O)OC)cn2c1Cc1ccccc1
→ -2	4
- COCCCN1C(=O)C(CC(=O)NCc2cccc3ccccc23)CC(C(=O)N(C)C)=C1C (stereo not given)
→ -1	-9
- COC(=O)N(C)C[C@@H]1OCc2cnnn2CCCC(=O)N([C@@H](C)CO)C[C@H]1C
→ 0	4
- CCC(=O)N1CCCC1(C)C(=O)Nc1cc(OC)ccc1OC (stereo not given)
→ 0	0
- Cc1cc(F)cc(-c2cc(C(=O)NCC3CCCCC3)[nH]n2)c1
→ 0	4
- CC1(C)OC(=O)C2=C(C[C@@H](CCOCc3ccccc3)O[C@@H]2c2ccc(F)cc2)O1
→ -4	8
- COc1cc(OC)nc(Nc2nc(CN)cs2)n1
→ -4	-9
- CCOC(=O)C1(C)CCCN(C(=O)Cc2ccc3ccccc3c2)C1 (stereo not given)
→ -6	-7
- COc1ccc(C(NC(=O)C2CCN(CCOc3ccc(Cl)cc3Cl)CC2)c2ccccc2C)cn1 (stereo not given)
→ 4	24
- COc1ccc(C(=O)N2CCCCC2c2cc(C(=O)NCc3ccc(Cl)c(Cl)c3)no2)cc1 (stereo not given)
→ 8	36
- N#CCCN(Cc1ccccc1)C(C(=O)NC1CCCCC1)c1ccnc2ccccc12 (stereo not given)
→ -5	2
- C[C@@H]1CN([C@@H](C)CO)C(=O)c2cc(Br)cnc2O[C@H]1CN(C)C(=O)Cc1cccnc1
→ 1	-5

Reprinted at random: 6 records from the list.
Values run as follows: CXCR6 inh	EBI2 antag
- CC1(C)OC(=O)C2=C(C[C@@H](CCOCc3ccccc3)O[C@@H]2c2ccc(F)cc2)O1
→ -4	8
- COc1cc(OC)nc(Nc2nc(CN)cs2)n1
→ -4	-9
- CCOC(=O)C1(C)CCCN(C(=O)Cc2ccc3ccccc3c2)C1 (stereo not given)
→ -6	-7
- COc1ccc(C(=O)N2CCCCC2c2cc(C(=O)NCc3ccc(Cl)c(Cl)c3)no2)cc1 (stereo not given)
→ 8	36
- N#CCCN(Cc1ccccc1)C(C(=O)NC1CCCCC1)c1ccnc2ccccc12 (stereo not given)
→ -5	2
- NC(Cc1ccc(F)cc1)c1csc(Nc2ccc(S(N)(=O)=O)cc2)n1 (stereo not given)
→ -3	-5

Screening data as filed in PubChem BioAssay.
